Compound activity deposited in PubChem by several laboratories.
MEKK2mut PB1 HTS – signal of MEK5 binding to mutant human MEKK2 PB1 domain. percent response, % at 10 µM. bead flow cytometry, Alexa488-MEK5 binding to MEKK2 mutant. 290,000 compounds, 0.35% hits; in the data active means percent response above about 24%, passing the limit was not always enough; further: inactives centre near 1; some results filed as inactive read as strong as hits; reference of the scale not given here
PHOSPHO1 inh – PHOSPHO1 (human) inhibition. recombinant PHOSPHO1, absorbance phosphatase assay. inhibition, % at 13.3 µM. 290,000 compounds, 1.1% hits; in the data active means inhibition above about 60%
V1R ag counter – activates human V1a receptor in oxytocin agonist counter-screen | CHO-V1R cells, Fluo-8 calcium fluorescence, agonist mode; 0% DMSO, 100% 3 nM vasopressin | activation, % at 3 µM | 320,000 compounds, 0.25% hits | AID 2797;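 active means activation above the mean activation of all tested compounds plus 3 SD, per screening run, cut at about 20% in these data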;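 further: signal is peak over basal fluorescence ratio across a 100 second FLIPR read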
OXTR ag – human OXTR agonism | AID 2435 | CHO-OTR cells, Fluo-8 calcium fluorescence; normalized: DMSO 0%, oxytocin 100% | P30559 | 320,000 compounds, 0.32% hits | activation, % at 3 µM;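 active means activation above the mean of all tested compounds plus 3 SD, cutoff set per screening run, cut at about 20% in these data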;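 further: peak over basal fluorescence ratio from a 100 s FLIPR kinetic read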
NALP1 inh – NALP1 inhibition; S. cerevisiae NALP1/ASC/caspase-1 growth, X-gal OD620, 72 h; inhibition, % at 10 µM; 280,000 compounds, 0.61% hits; in the data active means inhibition mostly above about 24%, no sharp cut-off; inactive means mostly below about 32%; further: some compounds called inactive have numbers as strong as hits
GPR7 antagonist – blocks human GPR7 receptor signaling. inhibition, % at 4.4 µM. 290,000 compounds, 1.1% hits. P48145. GPR7-expressing cells, fluorescence antagonist assay; in the data active means inhibition above about 16%, passing the limit was not always enough;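 further: cells stimulated with the agonist NPW; 0% = agonist with vehicle and 100% = vehicle without agonist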
Target sequence (P48145 whole entry, looked up): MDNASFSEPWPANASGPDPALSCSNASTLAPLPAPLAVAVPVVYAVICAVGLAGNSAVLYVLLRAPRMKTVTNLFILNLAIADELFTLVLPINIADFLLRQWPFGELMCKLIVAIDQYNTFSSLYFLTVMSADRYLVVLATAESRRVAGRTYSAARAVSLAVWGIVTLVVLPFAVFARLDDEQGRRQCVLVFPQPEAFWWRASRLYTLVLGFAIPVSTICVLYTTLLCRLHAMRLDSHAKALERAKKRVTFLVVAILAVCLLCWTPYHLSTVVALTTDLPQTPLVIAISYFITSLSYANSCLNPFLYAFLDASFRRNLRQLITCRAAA
GalR3 antagonist – blocks the human galanin receptor 3; O60755; HEK293 GalR3-CNG cAMP membrane potential fluorescence; galR3 body fused to GalR1 C-terminus; inhibition, % at 3 µM; 360,000 compounds, 0.44% hits;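 active means inhibition above the screen-wide average plus 3 SD, cut at about 13% in these data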;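 further: forskolin and galanin both at EC90 stimulate the cells; cAMP rise reported by CNG channel membrane potential dye signal; 0% = forskolin plus galanin with DMSO and 100% = forskolin alone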
MEKK2wt PB1 HTS – raises or lowers MEK5 binding to wildtype human MEKK2 PB1 domain; Q9Y2U5; bead flow cytometry, Alexa488-MEK5 binding to MEKK2 WT; actives lie on both sides; binding response (% of control), % at 10 µM; 290,000 compounds, 1.1% hits; AID 1531; in the data active means binding response below about 67% or above about 130%
MEKK3 PB1 HTS – raises or lowers MEK5 binding to the human MEKK3 PB1 domain; Q99759; bead-based flow cytometry, Alexa488-MEK5 binding to MEKK3; actives lie on both sides; 0 = blocked by unlabeled MEK5, 100 = vehicle; binding response (% of control), % at 10 µM; 290,000 compounds, 1.4% hits; AID 1529;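 active means binding response more than 3 SD above or below the average of its plate-row segment, actives on both sides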;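 further: Alexa488 bead fluorescence after subtracting the streptavidin-only scavenger bead signal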
Target sequence (Q99759 whole entry, looked up, the tested form may be a part): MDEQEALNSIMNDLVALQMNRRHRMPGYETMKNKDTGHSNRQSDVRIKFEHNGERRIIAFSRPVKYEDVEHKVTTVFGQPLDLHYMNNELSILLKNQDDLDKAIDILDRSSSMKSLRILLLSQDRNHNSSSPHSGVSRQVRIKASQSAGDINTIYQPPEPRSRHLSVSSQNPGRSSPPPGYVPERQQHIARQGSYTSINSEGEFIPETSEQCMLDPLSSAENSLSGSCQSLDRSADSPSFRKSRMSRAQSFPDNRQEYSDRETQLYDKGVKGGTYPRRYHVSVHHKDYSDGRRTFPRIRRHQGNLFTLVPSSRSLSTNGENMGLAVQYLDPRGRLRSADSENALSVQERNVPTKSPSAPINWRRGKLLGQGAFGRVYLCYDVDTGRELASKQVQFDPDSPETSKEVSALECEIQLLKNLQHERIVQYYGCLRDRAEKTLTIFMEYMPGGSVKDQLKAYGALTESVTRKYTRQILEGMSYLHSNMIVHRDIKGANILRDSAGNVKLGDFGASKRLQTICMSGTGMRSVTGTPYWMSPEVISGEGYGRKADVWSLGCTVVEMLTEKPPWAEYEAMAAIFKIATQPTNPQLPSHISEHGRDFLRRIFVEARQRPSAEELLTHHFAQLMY
* marks the source's active call; other numbers are inactive results; · = no result given; & = joins results of further samples.

SMILES	MEKK2mut PB1 HTS	PHOSPHO1 inh	V1R ag counter	OXTR ag	NALP1 inh	GPR7 antagonist	GalR3 antagonist	MEKK2wt PB1 HTS	MEKK3 PB1 HTS
CNC(=O)c1cccn(Cc2cc(C(F)(F)F)cc(C(F)(F)F)c2)c1=O	-4	-16	12	9.1	9	-5	-5	96	102
CC/C(=N\N1CCN(C)CC1)c1c(O)[nH]c(=O)[nH]c1=O	0	18	0.3	-1.6	24	-8	-1	105	140*
COc1ccccc1Oc1c(C)oc2cc(OC(=O)N(C)C)ccc2c1=O	9	20	1.0	-0.5	22	-3	-12	109	103
CCCCCCn1c(O)c(C=NCCCn2ccnc2)c(=O)[nH]c1=O	-1	3	6.5	1.9	·	-14	-2	99	100
CN1C(=O)CC(c2ccccc2)Nc2ccccc21 (centres undefined)	10	3	-0.9	0.1	·	-10	-4	103	105
Cc1ccc(OCC(=O)Nc2ccc(Cl)cc2C(=O)c2ccccc2)cc1	-2	-27	-0.6	-1.0	12	4	0	99	99
Cc1cccc(-n2c(C)nc3ccc(Cl)cc3c2=O)c1	5	32	1.4	-0.9	0	-15	-8	101	101
CCOc1ccc(Br)c(C2(O)CC(C)N(C)CC2C)c1 (centres undefined)	7	-10	0.8	1.6	12	-8	-2	107	104
Cc1ccc(S(=O)(=O)N(c2cc(Cl)c(O)c(Cl)c2)P(=O)(OC(C)C)OC(C)C)cc1	1	13	-0.6	-1.2	1	-11	-4	97	95
Cc1ccsc1/C=C1\C(=O)NC(=S)N(C)C1=O	1	29	2.4	0.4	-26	-8	-7	103	100
COc1ccc(CN2C(=O)CC(=O)NC2=S)cc1	3	-3	1.3	0.1	20	-10	6	95	105
S=C1CN=C(c2ccccc2Cl)c2cc(Cl)ccc2N1	1	-2	-0.7	-1.4	19	-8	-3	106	100
c1ccc2c3c([nH]c2c1)C1(CCNCC1)NCC3	11	20	1.1	0.4	8	1	-1	120	105
Oc1ccc(CC2CC3CCN2CC3)cc1O (centres undefined)	3	6	1.4	0.7	-13	-9	-1	102	104
Cc1ccc2c(c1)CC1(CN2C)C(=O)NC(=O)N(CCc2ccccc2)C1=O (centres undefined)	0	29	0.5	0.1	26	-17	4	101	103
CN1CCc2nc(SCc3ccccc3Br)c(C#N)cc2C1	-3	-23	-1.4	-3.1	11	3	-7	101	73
CN1CCN(S(=O)(=O)c2cnc(Cl)c(Br)c2)CC1	7	-2	-0.8	0.6	30	-2	-5	105	95
CCCCCn1c(=O)c(C(=O)Nc2ccccc2C)c(O)c2ccccc21	-1	-11	0.0	-0.7	19	0	-2	100	100
COc1cc(N2CCOCC2)ccc1C=C1C(=O)NC(=O)NC1=O	1	-9	0.7	0.2	17	10	-5	104	120
Cc1ccc2c(c1)C1CN(C)CCC1N2C(=O)Nc1cccc(Cl)c1 (centres undefined)	9	33	20	30*	7	9	-7	127	83
CN1CCc2nc(SCC(=O)OC(C)(C)C)c(C#N)cc2C1	·	45	-1.0	-0.1	0	·	-3	·	·
CC1=C(C/C(C)=C/c2ccccc2)/C(=C/CO)[C@H](O)[C@](C)(O)C12CC2	-4	·	-0.8	0.2	·	·	-4	96	99
Cc1ccc(S(=O)(=O)CC(C)(O)C(=O)Nc2cccc(C(F)(F)F)c2)cc1 (centres undefined)	8	44	0.7	-0.3	5	-4	-3	105	104
c1ccc(-c2[nH]c(-c3ccccc3)[n+](CC3CO3)c2-c2ccccc2)cc1 (centres undefined)	17	-2	-2.1	-2.6	10	-5	-8	101	108
O=C(Cc1ccccc1)N1CCN(C/C=C/c2ccccc2)CC1	2	31	0.8	-0.1	4	8	-4	100	104
CCOC(=O)C(NC(C)=O)C(OC(C)=O)c1cccc(N(CCCl)CCCl)c1 (centres undefined)	7	-6	0.4	1.2	8	2	13*	105	95
CC1CN=C(Nc2ccc(N(C)C)cc2)S1 (centres undefined)	5	21	0.8	1.3	-1	-11	1	106	101
Cn1ccnc1P(=S)(c1nccn1C)N1CCOCC1	0	76*	2.4	0.3	13	5	-2	99	99
O=C(c1cccn2c(=O)c3cc(Cl)ccc3nc12)N1CCC2(CC1)OCCO2	9	11	-0.2	-0.9	9	-3	-3	103	100
CC(Cc1ccccc1)NC(=O)Cc1ccc([N+](=O)[O-])cc1 (centres undefined)	6	·	3.4	1.1	-12	-1	-1	99	100

Quoted at random: 5 records from the list
SMILES	MEKK2mut PB1 HTS	PHOSPHO1 inh	V1R ag counter	OXTR ag	NALP1 inh	GPR7 antagonist	GalR3 antagonist	MEKK2wt PB1 HTS	MEKK3 PB1 HTS
CC1=C(C/C(C)=C/c2ccccc2)/C(=C/CO)[C@H](O)[C@](C)(O)C12CC2	-4	·	-0.8	0.2	·	·	-4	96	99
CCOC(=O)C(NC(C)=O)C(OC(C)=O)c1cccc(N(CCCl)CCCl)c1 (centres undefined)	7	-6	0.4	1.2	8	2	13*	105	95
CN1CCc2nc(SCc3ccccc3Br)c(C#N)cc2C1	-3	-23	-1.4	-3.1	11	3	-7	101	73
O=C(c1cccn2c(=O)c3cc(Cl)ccc3nc12)N1CCC2(CC1)OCCO2	9	11	-0.2	-0.9	9	-3	-3	103	100
Cn1ccnc1P(=S)(c1nccn1C)N1CCOCC1	0	76*	2.4	0.3	13	5	-2	99	99

Additional structures.
SMILES	MEKK2mut PB1 HTS	PHOSPHO1 inh	V1R ag counter	OXTR ag	NALP1 inh	GPR7 antagonist	GalR3 antagonist	MEKK2wt PB1 HTS	MEKK3 PB1 HTS
O=C(O)C1C2CCC(O2)C1C(=O)NC1CCCCC1 (centres undefined)	-2	26	-0.2	0.3	10	-10	-7	97	97
COc1ccc(-n2cnc3cc(C(=O)N4CCC5(CC4)OCCO5)ccc32)cc1	0	-22	-0.1	0.5	6	2	-3	101	103
CC(=O)OC1CC[C@]2(C#N)[C@H]3CC[C@]4(C)[C@H](C5C=CC(=O)O5)CCC4(O)C3CCC2(O)C1 (some centres undefined)	0	10	-0.2	1.5	9	3	26*	100	103
CCOP(=O)(OCC)C(CC)N1CCOCC1 (centres undefined)	5	13	0.9	0.2	-9	7	-1	104	103
Cc1cccc(OCC(=O)N2CCN(Cc3ccncc3)CC2)c1	·	26	-0.3	0.4	-15	0	0	·	·
CN1CCN(c2nccc3c2ncn3C)CC1	1	12	0.4	-0.7	1	-3	-4	98	88
CN1CCN(c2ccc(C=O)cc2)CC1	6	6	0.9	1.4	-8	6	-5	109	106
CCC(CO)(C(=O)OC1C[N+]2(C)CCC1CC2)c1ccccc1 (centres undefined)	7	-10	0.8	0.4	0	-11	-3	105	105
CCc1ccc(NC2=NCCCS2)cc1	3	28	0.7	0.6	6	-9	1	105	102
CC/C(=N\N1CCCCCC1)c1c(O)n(-c2ccccc2C)c(=O)[nH]c1=O	0	19	5.5	2.5	33	-10	-5	101	113
COc1cccc(C(=O)N2CCC3(CC2)OCCO3)c1	-5	3	-0.2	0.3	-14	-10	-5	95	97
CCC1(C(=O)c2ccc(C)cc2)C2c3ccccc3OC(=O)C21C(=O)O (centres undefined)	-2	12	1.2	1.6	20	-9	-4	103	100
CC(=O)CC(=O)C1C(=O)N(C)C(=O)N(C)C1=O	0	32	1.3	0.5	6	5	1	108	106
CCOP(=O)(OCC)C(O)c1ccc(OC)cc1 (centres undefined)	3	33	-0.3	1.1	9	3	1	110	106
Cc1ccc2c(CN3CC=C(c4ccccc4)CC3)cc(=O)oc2c1C	2	-24	-0.5	-1.1	10	-14	-8	101	101
CC(CO)(CO)N=Cc1c(O)n(-c2cccc3ccccc23)c(=O)[nH]c1=O	3	3	1.0	12	1	2	1	98	101
CCn1c(O)c(N=Nc2ccc(S(=O)(=O)N3CCOCC3)cc2)c(=O)n(CC)c1=S	-16	33	-0.5	-0.2	5	-6	-6	82	87
CC(=NCc1ccc2c(c1)OCO2)c1c(O)n(C)c(=O)n(C)c1=O	4	11	3.8	4.7	-4	0	-5	102	104
CN(C)c1ccc(/C=C2\CC3C4CC=C5CC(O)CCC5(C)C4CCC3(C)C2=O)cc1 (centres undefined)	-2	1	4.6	1.3	32	-7	3	97	97
CC(C)CCn1c(N)c(C(=O)OCC2CCCO2)c2nc3ccccc3nc21 (centres undefined)	14	-15	5.8	-0.6	2	6	-1	108	113
Cn1c(O)c(C=NCCCNC2CCCCC2)c(=O)n(C)c1=O	3	5	0.0	-0.6	-87	-1	-4	104	107
CC(=O)c1ccc(OC(NC(=O)Cc2ccccc2)C(Cl)(Cl)Cl)cc1 (centres undefined)	-1	30	-0.1	0.2	-8	-18	-1	98	98
CCOc1cc(-c2nc3c(C)cccn3c2NCC2CCCO2)ccc1O (centres undefined)	-3	15	-0.6	-0.2	7	6	-3	102	101
O=C1C(c2ccccc2)=C(N2CC2)c2ccccc21	7	18	-1.9	-2.5	8	0	2	103	101
CN1CCN(c2ccc(N)cc2Cl)CC1	-1	35	-0.2	0.0	18	2	-8	101	105
O=C(O)CC[N+](=O)[O-]	3	·	-0.3	-1.1	·	·	·	108	110
CCc1ccc(CNCCc2c[nH]c3ccccc23)cc1	19	15	5.4	11	22	3	-14	120	108
CC(=O)O[C@H]1C(=O)[C@@]2(C)C([C@H](OC(=O)c3ccccc3)[C@]3(O)C[C@H](O)C(C)=C1C3(C)C)[C@]1(OC(C)=O)CO[C@@H]1C[C@H]2O (some centres undefined)	1	29	1.9	1.3	18	-4	-7	100	98
N#CCCn1cc(C(=O)NCc2ccccc2)c(-c2ccccc2)n1	1	35	-1.1	0.1	55	-10	0	96	100
COc1ccc(OCC(=O)N2CCN(Cc3ccc4c(c3)OCO4)CC2)cc1	2	45	-0.5	-0.6	1	8	0	103	101
COc1cccc(-n2c(O)c(C=NCCN3CCNCC3)c(=O)[nH]c2=S)c1	7	·	0.8	0.6	8	-16	-9	107	106
COc1ccc2c(c1)[C@]13CCCCC1C(C2)N(C)CC3 (some centres undefined)	4	·	0.5	2.5	·	·	-4	108	100
CC(=O)NC(=O)NC(C)Cc1ccccc1 (centres undefined)	3	15	0.6	-0.7	5	-8	0	111	104
CC(=O)O[C@@H]1/C=C/[C@](C)(O)C[C@@H](C)C/C=C/[C@H]2[C@H](O)[C@@](C)(O)[C@@H](C)[C@H]3[C@H](Cc4ccccc4)NC(=O)[C@@]312	1	·	-0.4	-0.3	·	·	·	101	102
Cc1ccc(C(=O)Nc2ccc(Cl)cc2C(=O)c2ccccc2)cc1	4	·	1.5	0.2	·	-7	-5	104	102
C=CCNC(=O)c1c(N)n(CCN2CCOCC2)c2nc3ccccc3nc12	5	40	1.7	7.0	-11	9	-3	98	97
CCCn1c(C(=O)c2ccccc2OC)nc2ccccc21	-11	13	0.0	-1.7	-4	15	-6	90	98
CCC(CO)Nc1ccc([N+](=O)[O-])c2cccnc12 (centres undefined)	5	43	0.5	-0.7	14	-3	-5	103	104
COc1ccc(-c2cc(=NCCCCCC(=O)O)c3cc(C)ccc3o2)cc1	-9	-8	·	·	18	5	-3&-5	90	93
C1=C(c2c[nH]c3ccccc23)CCN(Cc2ccccc2)C1	6	-15	0.0	1.8	22	-9	-7	117	105
Cn1cc(C(=O)NC2CC2)c2ccccc21	0	31	-0.6	1.0	9	-13	-6	104	101
CCCCn1c(O)c(C(CC)=Nc2ccc(C(=O)O)cc2)c(=O)[nH]c1=O	-1	14	-0.5	-0.1	-67	6	-3	96	96
O=c1c2ccccc2nc(-c2ccccc2)n1-c1ccccc1O	-2	·	-0.3	-0.8	-10	6	-12	101	101
CCn1c(O)c(C=Nc2ccc(N3CCOCC3)cc2)c(=O)n(CC)c1=S	-6	31	13	8.3	23	8	-1	76	92
COc1ccc(C2N(c3cc(C)on3)C(=O)C3CCCN32)cc1 (centres undefined)	1	38	0.8	-0.1	3	-10	1	101	101
O=C(O)c1cccc(N=Nc2c(O)[nH]c(=O)[nH]c2=O)c1	6	13	-0.5	0.4	·	-3	-4	99	102

This is a subset (hit frequency here may not be typical).
